Assay outcomes from PubChem BioAssay.
NTR1 agonist – agonists of NTR1, primary screen, imaging, U2OS cells, beta-arrestin-GFP, high content (AID 493036); P30989; 330,000 tested, 0.17% active; activation, % at 20 µM; NTR1-U2OS beta-arrestin-GFP spot imaging, agonist mode;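 active means activation at or above 40% of the spot to cytoplasm intensity ratio, with at least 20 cells analyzed; inconclusive means wells under 20 cells, flagged as cytotoxic or low count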;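 further: 0% = DMSO without peptide and 100% = 100 nM NTR1 peptide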
Target sequence (P30989 whole entry, looked up): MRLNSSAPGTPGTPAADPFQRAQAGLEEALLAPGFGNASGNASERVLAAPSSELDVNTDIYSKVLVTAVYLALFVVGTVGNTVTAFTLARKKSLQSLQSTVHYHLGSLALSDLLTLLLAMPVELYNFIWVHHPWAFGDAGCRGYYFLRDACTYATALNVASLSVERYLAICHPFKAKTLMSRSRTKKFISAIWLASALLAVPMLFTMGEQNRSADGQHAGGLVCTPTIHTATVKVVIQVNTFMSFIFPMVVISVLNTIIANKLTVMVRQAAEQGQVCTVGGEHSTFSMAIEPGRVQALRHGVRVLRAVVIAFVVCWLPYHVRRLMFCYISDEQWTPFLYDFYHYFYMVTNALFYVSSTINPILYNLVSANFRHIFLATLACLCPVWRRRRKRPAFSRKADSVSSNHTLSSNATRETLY
Rac1 GTP hydrolysis – MgcRacGAP GTPase-activating activity inhibitors, confirmation, biochemical, ADP Hunter fluorescence; MgcRacGAP-stimulated Rac1 GTP hydrolysis, ADP Hunter fluorescence; higher % means a stronger effect; GST-tagged Rac1 F28L mutant substrate; one-dose inhibition, % at 30 µM; IC50 in µM for titrated hits; 340,000 tested, 0.6% active; AID 624330;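 active means first-screen hits whose inhibition reached a set limit at any dose in the follow-up dose series; inconclusive means inhibition above the set first-screen limit but never retested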;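 further: fluorescence reports GDP produced by GAP-driven GTP hydrolysis; strong numbers were not always called active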
SIAH1 antagonists – blockers of Siah-1 interaction with plectin peptide – biochemical, fluorescence polarization, rhodamine-plectin, uHTS, primary screen (AID 1817); 290,000 tested, 0.02% active; Siah-1 / rhodamine-plectin peptide fluorescence polarization; higher % means a stronger effect; displacement, % at 20 µM, or IC50 in µM where a hit was titrated;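 active means displacement of at least 50% at 20 µM, with a fluorescence ratio check between 0.3 and a set limit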;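 further: plate controls were Siah plus tracer with DMSO for no effect and tracer alone without Siah for full effect; strong numbers were not always called active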
LYP phosphatase – PTPN22 lymphoid phosphatase activity blockers – biochemical, fluorescence intensity, uHTS (AID 1779) | recombinant LYP phosphatase, fluorescence intensity; higher % means a stronger effect | inhibition, % at 11.5 µM, or IC50 in µM where a hit was titrated | 290,000 tested, 0.054% active; in the data active means inhibition above about 50%;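 further: plate controls were vehicle with enzyme for no effect and no enzyme for full effect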
GPR35 arrestin U2OS – inhibition of zaprinast-stimulated GPR35 beta-arrestin translocation – imaging, U2OS, beta-arrestin-GFP, zaprinast agonist, primary screen (AID 2058); 290,000 tested, 0.052% active; U2OS GPR35 beta-arrestin-GFP translocation imaging, zaprinast antagonism; higher % means a stronger effect; inhibition, % at 10 µM; hits with a dose series show IC50 in µM;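 active means inhibition of at least 50% with at least 30 cells and total cytoplasm GFP at most 10,000,000; inconclusive means under 30 cells or total GFP of 10,000,000 plus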
Myeloid diff MLP – compounds promoting myeloid differentiation. ER-HoxA9 myeloid progenitors, lysozyme-GFP differentiation, flow cytometry. calls only at 10 µM. 360,000 tested, 1% active. AID 624256;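 active means normalized GFP-positive differentiation at or above the plate's own cutoff, the solvent-only control mean plus 3 SD; inconclusive means no clear call, values can overlap the other calls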;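 further: cells exposed to compound for four days before flow analysis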
PhoP inhibition – inhibitors of PhoP regulon expression, primary screen, Salmonella Typhimurium, GFP reporter (AID 1863); S. Typhimurium PhoP-regulated promoter GFP reporter, 4 h; higher % means a stronger effect; inhibition, % at 50 µM; hits with a dose series show IC50 in µM; 300,000 tested, 0.16% active;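 active means inhibition over 29.93%, a cutoff 3 SD above the screen mean, later confirmed by dose response; inconclusive means inhibition over 29.93% but no dose response follow-up; inactive means inhibition at most 29.93% or unconfirmed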;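 further: 0% = low Mg2+ inducing control and 100% = high Mg2+ repressing control; strong numbers were not always called active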
HIV fusion peptide – inhibitors of HIV fusion peptide binding, primary screen, biochemical, uHTS, fluorescence dequenching (AID 1986); cell-free peptide binding, fluorescence dequenching, 30 min; higher % means a stronger effect; inhibition, % at 20 µM; hits with a dose series show IC50 in µM; 290,000 tested, 0.3% active; in the data active means inhibition mostly above about 52%, no sharp cut-off; inactive means mostly below about 76%; further: some results filed as inactive read as strong as hits
GPR55 LPI antagonism – GPR55 antagonists blocking LPI-driven arrestin recruitment, primary screen, imaging, U2OS, beta-arrestin-GFP, LPI agonist (AID 2013); U2OS GPR55 beta-arrestin-GFP translocation imaging, LPI antagonism; higher % means a stronger effect; one-dose inhibition, % at 10 µM; IC50 in µM for titrated hits; 290,000 tested, 0.13% active;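 active means spots per cell inhibited over 60%, with over 100 cells counted and total cytoplasm intensity under 500,000; inconclusive means wells with under 100 cells, flagged as likely toxic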;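 further: U2OS cells stably carrying GPR55 and arrestin-GFP stimulated by 5 µM LPI near EC80; imaged beta-arrestin-GFP aggregate spots per cell after agonist stimulation; plate controls were LPI-stimulated DMSO wells for no effect and DMSO wells without LPI for full effect; some results filed as inactive read as strong as hits; confirmed hits need IC50 under 10 µM and bright autofluorescent wells are also inconclusive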
NTR1 agonist cell count 20 µM – recorded beside NTR1 agonist, whose call it bears; cell count; measured here: cell count, cytotoxicity flag
Myeloid diff MLP GFP+ MAC1+ % – second read-out of Myeloid diff MLP, no call of its own (marks repeat the call); GFP+ MAC1+ double positive, %; measured here: differentiation confirmed by MAC1 staining
An asterisk follows results filed as active; i = inactive; ? = inconclusive; / = no result given.

mol	NTR1 agonist	NTR1 agonist cell count 20 µM	Rac1 GTP hydrolysis	SIAH1 antagonists	LYP phosphatase	GPR35 arrestin U2OS	Myeloid diff MLP	Myeloid diff MLP GFP+ MAC1+ %	PhoP inhibition	HIV fusion peptide	GPR55 LPI antagonism
O=C(NCC1(N2CCCCC2)CCCCC1)c1cccc(NS(=O)(=O)c2ccccc2)c1	-0.7	42	4%	/	/	/	i	0.4	2%	/	/
Cc1ccn2cc(-c3cccc(S(=O)(=O)N4CCCC4)c3)nc2c1	2.8	77	7%	5%	-1%	6%	i	1.3	-1%	1.0%	2%
Cc1cc2oc(C(=O)N(Cc3ccccc3)c3ccccn3)cc(=O)c2cc1Cl	2.8	54	/	9%	-2%	1%	i	0.3	-7%	-2.1%	3%
Clc1ccc(-n2nnnc2CN2CCOCC2)cc1Cl	-0.9	43	3%	13%	-1%	0%	i	0.8	13%	1.5%	4%
COc1ccc(CNC(=O)CSc2nnc(NC(=O)C3CC3)s2)cc1	2.6	36	5%	6%	-6%	1%	i	0.3	0%	1.7%	-14%
COc1ccc2[nH]cc(C(=O)CCl)c2c1	6.6	47	0%	12%	-6%	-6%	i	0.0	9%	1.2%	15%
CCCCc1c(C)nc2ccc(Br)cc2c1SC(N)N	/	/	1%	10%	-5%	5%	i	0.4	1%	0.2%	4%
O=C(CCN1CCCCC1)N/N=C/c1ccc(Br)cc1	0.1	85	8%	0%	-2%	1%	i	0.4	-9%	2.2%	7%
Cc1nc(NC(=O)c2cccnc2)ccc1Br	-0.1	35	7%	-1%	-4%	-9%	i	0.7	1%	0.3%	8%
CCCn1ncc(CN2CCC(N3CCC(C(=O)N4CCOCC4)CC3)CC2)c1C	-1.1	48	-1%	3%	-8%	13%	i	1.1	5%	-0.3%	7%
CSCc1cc(N2CCOCC2)nc(SCc2ccc(Cl)c(Cl)c2)n1	6.6	51	2%	1%	-4%	6%	i	5.5	0%	-0.2%	3%
C/C(=N/NC(=O)CNC(=O)c1ccc2c(c1)OCO2)c1ccc2c(c1)CCCC2	3.5	58	3%	-1%	9%	-10%	i	0.2	-6%	-0.8%	-23%
Cn1c(=O)c2c(nc(Sc3ncnn3CC(=O)NC(C)(C)C)n2C)n(C)c1=O	0.2	59	6%	-2%	-7%	15%	i	0.1	-2%	1.0%	4%
CC(C)NC(=O)CSc1nc(N)c(-c2ccccc2)c(=O)[nH]1	0.1	32	5%	-8%	-2%	8%	i	0.4	-3%	-2.4%	9%
Cc1ccc2c(c1)C1CC(C)(O2)N(c2cccc(C(=O)NCc3ccccn3)c2)C(=O)N1 (centres undefined)	-0.4	65	-2%	6%	-9%	-11%	i	0.6	0%	0.2%	3%
CCOCCCNC(=O)c1cc(Cl)c(NC(=O)C2=C(C)OCCS2)cc1OC	-0.1	93	9%	-1%	-11%	-2%	i	0.2	6%	-1.3%	-15%
COc1ccc(OC)c(C(=O)CN2C(=O)NC(C)(c3ccccc3)C2=O)c1 (centres undefined)	-0.5	84	11%	2%	-4%	7%	i	0.9	-3%	-0.2%	12%
O=C(O)C1(c2ccccc2)CCN(S(=O)(=O)c2cccs2)CC1	0.7	68	0%	5%	-3%	6%	i	0.8	-3%	2.9%	13%
CCNC(=O)CN(CCc1ccccc1)S(=O)(=O)c1ccc(OC)cc1	0.3	86	4%	0%	-6%	9%	i	0.8	12%	2.7%	10%
C=CCNC(=O)C12CCC(C)(C(=O)C1Br)C2(C)C (centres undefined)	-1.4	50	10%	4%	-14%	3%	i	0.8	-4%	3.3%	-9%

In a second layout: results already given
> CCNC(=O)CN(CCc1ccccc1)S(=O)(=O)c1ccc(OC)cc1
  NTR1 agonist: 0.3
  NTR1 agonist cell count 20 µM: 86
  Rac1 GTP hydrolysis: 4%
  SIAH1 antagonists: 0%
  LYP phosphatase: -6%
  GPR35 arrestin U2OS: 9%
  Myeloid diff MLP: i
  Myeloid diff MLP GFP+ MAC1+ %: 0.8
  PhoP inhibition: 12%
  HIV fusion peptide: 2.7%
  GPR55 LPI antagonism: 10%

> C=CCNC(=O)C12CCC(C)(C(=O)C1Br)C2(C)C (centres undefined)
  NTR1 agonist: -1.4
  NTR1 agonist cell count 20 µM: 50
  Rac1 GTP hydrolysis: 10%
  SIAH1 antagonists: 4%
  LYP phosphatase: -14%
  GPR35 arrestin U2OS: 3%
  Myeloid diff MLP: i
  Myeloid diff MLP GFP+ MAC1+ %: 0.8
  PhoP inhibition: -4%
  HIV fusion peptide: 3.3%
  GPR55 LPI antagonism: -9%

(cont.)
mol	NTR1 agonist	NTR1 agonist cell count 20 µM	Rac1 GTP hydrolysis	SIAH1 antagonists	LYP phosphatase	GPR35 arrestin U2OS	Myeloid diff MLP	Myeloid diff MLP GFP+ MAC1+ %	PhoP inhibition	HIV fusion peptide	GPR55 LPI antagonism
CC(C)(Oc1ccc(Cl)cc1)C(=O)NCc1n[nH]c(=O)c2ccccc12	-0.8	57	8%	/	/	/	i	0.6	-6%	/	/
O=C(CN(C(=O)CCC(=O)Nc1nccs1)c1ccccc1F)NCCc1ccccc1	5.3	44	6%	1%	-6%	-9%	i	0.2	7%	-0.3%	7%
CCOC(=O)CSc1nc2c(c(=O)n(C)c(=O)n2C)n1Cc1ccccc1F	1.6	48	-18%	0%	-4%	10%	i	1.4	7%	4.6%	20%
CCN(CC)S(=O)(=O)c1ccc(Cl)c(C(=O)Oc2cccnc2)c1	0.1	84	-12%	-4%	-9%	9%	i	2.0	-7%	-3.8%	-5%
O=C(CNC(=O)CNC(=O)c1ccc(Cl)cc1Cl)NCc1cccc(Cl)c1	0.0	59	6%	2%	-10%	-1%	i	0.6	4%	-0.5%	16%
O=C(COC(=O)C1c2ccccc2Oc2ccccc21)NC1CCS(=O)(=O)C1 (centres undefined)	3.9	96	7%	1%	5%	-9%	i	1.1	6%	0.1%	-14%
COc1ccc(CCNC(=O)CNS(=O)(=O)c2ccc(Br)s2)cc1OC	-1.5	49	6%	6%	5%	-11%	i	2.6	-6%	-0.3%	0%
CC1CCCN(C(=O)CCNS(=O)(=O)c2ccc3c(c2)c(=O)n(C)c(=O)n3C)C1 (centres undefined)	-1.2	58	/	-1%	-8%	1%	i	1.3	3%	-0.3%	2%
c1ccc(CNc2nc3ccccc3n3cnnc23)cc1	-0.3	90	0%	-1%	-2%	4%	i	2.4	-4%	27%	12%
Cc1ccc(C(=O)CSc2nc3ccccc3c(=O)[nH]2)cc1C	4.2	37	5%	3%	-1%	0%	i	0.1	-3%	1.9%	-4%
COc1ccccc1NS(=O)(=O)c1ccc(NC(C)=O)cc1	5.0	59	-1%	-1%	0%	1%	i	8.6	-6%	0.0%	-6%
N#CC1(Cc2ccccc2Cl)c2ccccc2C=CN1C(=O)c1ccccc1 (centres undefined)	2.7	57	13%	2%	-2%	0%	i	0.9	-9%	-0.7%	3%
COc1ccc(NC(=O)NCCCCc2ccccc2)c(OC)c1	0.1	68	5%	2%	-9%	5%	i	0.6	-9%	1.5%	-2%
CCOc1ccc(-n2c(=O)c3sccc3n(CC(=O)NCc3ccco3)c2=O)cc1	0.7	81	5%	-4%	4%	-24%	i	1.2	-5%	-1.5%	8%
Cc1nc2ccc(C(=O)N3c4ccccc4CC3C)cc2s1 (centres undefined)	-1.0	41	1%	3%	-4%	-11%	i	0.7	-5%	-2.0%	-16%
Cc1cc(C)cc(N2C(=O)CN(Cc3sccc3C)C2=S)c1	2.1	79	5%	-4%	7%	-5%	i	0.2	3%	3.6%	7%
Cc1noc(C)c1S(=O)(=O)N1CCCC1C(=O)NC(C)(C)C (centres undefined)	-0.3	67	6%	8%	-14%	-3%	i	2.4	7%	-0.3%	0%
Cc1noc(-c2ccc(Cl)cc2)c1C(=O)O/N=C(\N)c1ccc(C(C)(C)C)cc1	2.4	37	-14%	17%	3%	-4%	i	0.4	0%	-0.6%	3%
COC(=O)CCNC(=O)Cn1cnc2sc3c(c2c1=O)CCCC3	-0.1	100	3%	7%	-3%	-12%	i	0.6	-11%	0.4%	0%
Cn1c(-c2cc(Br)ccc2O)n[nH]c1=S	1.8	37	7%	1%	-11%	-1%	i	11	-4%	-0.2%	8%

Next part:
Under each structure – NTR1 agonist | NTR1 agonist cell count 20 µM | Rac1 GTP hydrolysis | SIAH1 antagonists | LYP phosphatase | GPR35 arrestin U2OS | Myeloid diff MLP | Myeloid diff MLP GFP+ MAC1+ % | PhoP inhibition | HIV fusion peptide | GPR55 LPI antagonism
> Cc1cccc(NC(=O)Nc2ccc(S(N)(=O)=O)cc2)c1
    1.9 | 58 | / | 8% | 4% | 16% | i | 0.5 | -3% | 0.0% | 0%
> Cc1cc(Cl)ccc1NC(=O)C1CCN(S(C)(=O)=O)CC1
    -1.5 | 58 | 6% | -8% | -10% | 10% | i | 0.2 | -3% | -2.7% | 6%
> Cc1ccc(C(=O)SC2=NCCS2)cc1
    1.9 | 31 | -6% | 0% | -4% | 13% | i | 2.1 | 4% | 0.9% | 12%
> CCN(CC)c1ccc(/C=N/NC(=O)c2nnn(-c3nonc3N)c2C(C)C)c(O)c1
    10 | 54 | 13% | -11% | 1% | 16% | ? | / | 22% | -0.5% | 4%
> CO/N=C/C(c1ccc(Cl)nc1)S(=O)(=O)c1ccccc1 (centres undefined)
    1.3 | 94 | 4% | -1% | -5% | 1% | i | 0.9 | -6% | 2.6% | 8%
> O=C(CCc1ccc(S(=O)(=O)N2CCOCC2)cc1)N/N=C/c1ccc(F)cc1F
    -0.6 | 77 | 2% | 6% | -9% | -9% | i | 0.4 | 11% | -0.4% | -11%
> Cn1ncc(Br)c1N1C(=O)CCC1=O
    -0.1 | 58 | / | -2% | -5% | -7% | i | 0.6 | -2% | 0.9% | -4%

The order is random. About 2.4% of those tested had a hit in this group.
